PfHsp90 set2: growth inhibition of yeast expressing Plasmodium Hsp90 | S. cerevisiae expressing PfHsp90, BacTiter-Glo ATP, 48 h; yeast lacking PDR1 and PDR3 efflux regulators | inhibition, % at 9.4 µM | actives 0.32% (n = 310,000) | AID 504621;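 active = every replicate shows inhibition above about 80%, whatever the replicate mean, limit read from the data; inconclusive = mean inhibition reaches the set limit but some replicate falls short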;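 also: 0% = DMSO neutral controls and 100% = 20 µM radicicol positive controls; yeast relying on Plasmodium falciparum Hsp90 in place of its own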
SR-BI HDL uptake: mouse SR-BI HDL lipid transfer inhibition; Q61009; ldlA[mSR-BI] CHO cells, DiI-HDL uptake fluorescence, 3 h; inhibition, % at 12.5 µM; actives 0.96% (n = 320,000); AID 488896;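 active = mean replicate inhibition of at least 70% and a set share of replicates each scoring 70 or more; inconclusive = meets just one of the two criteria; inactive = fails both criteria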;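 also: 0% = median of neutral control wells and 100% = median of positive control wells; values of inactives mirror those of a sister screen read the other way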
Target sequence (Q61009 whole entry, looked up): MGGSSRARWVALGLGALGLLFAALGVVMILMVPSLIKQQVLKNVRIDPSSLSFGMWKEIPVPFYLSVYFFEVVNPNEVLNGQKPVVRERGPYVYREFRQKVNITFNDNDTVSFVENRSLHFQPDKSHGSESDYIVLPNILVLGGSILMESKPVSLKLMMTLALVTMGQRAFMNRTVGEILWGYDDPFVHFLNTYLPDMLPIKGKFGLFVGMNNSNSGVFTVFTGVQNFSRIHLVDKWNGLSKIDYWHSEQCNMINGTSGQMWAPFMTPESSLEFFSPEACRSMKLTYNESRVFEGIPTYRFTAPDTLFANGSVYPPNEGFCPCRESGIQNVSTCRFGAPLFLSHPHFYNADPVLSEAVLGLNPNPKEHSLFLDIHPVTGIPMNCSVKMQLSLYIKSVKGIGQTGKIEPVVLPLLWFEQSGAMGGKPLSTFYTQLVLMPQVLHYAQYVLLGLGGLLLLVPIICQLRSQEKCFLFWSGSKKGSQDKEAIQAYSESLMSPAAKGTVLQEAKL
CAL PDZ FP-1: human CAL PDZ-peptide interaction inhibition; AID 504414; purified CAL PDZ, TMR-peptide fluorescence polarization, 1 h; Q9HD26; inhibition, % at 20 µM; actives 0.02% (n = 330,000);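 active = highest replicate inhibition of at least 40%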;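 also: plate controls were DMSO neutral control wells for no effect and unlabeled competitor peptide control wells for full effect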
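Read-out basis: mP drop reported as inhibition | Assay system: Tagged CAL PDZ protein CerCALP, purified | Benchmarks: Unlabelled peptide for full inhibition, DMSO wells as neutral | Schedule: 1 h incubation at room temperature before polarization reading | Buffer or medium: Sodium phosphate/NaCl buffer pH 7.4 with TCEP, IgG, Thesit | Doses: Single point, 20 µM | Measured by: Fluorescence polarization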
PvdQ inh: P. aeruginosa PvdQ acylase inhibition. actives 0.063% (n = 340,000). AID 488965. inhibition, % at 10 µM. purified PvdQ acylase, fluorescence plate reader; in the data active = inhibition above about 30%, passing the limit was not always enough; inconclusive = no clear call, values can overlap the other calls;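 also: 0% = vehicle neutral wells and 100% = reference inhibitor wells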
NSD2 HMT inh: blocks human histone methyltransferase NSD2 | O96028 | NSD2 peptide methylation, AlphaScreen, 120 min | inhibition, % at 12.5 µM | actives 0.54% (n = 310,000) | AID 743445; in the data active = inhibition above about 50%
CAL PDZ FP-2: inhibitors of human CAL PDZ peptide binding; actives 0.92% (n = 300,000); Q9HD26; inhibition, % at 24.9 µM; AID 602252; purified CAL PDZ, TMR-peptide fluorescence polarization, 1 h;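 active = mean inhibition of at least 30% with at least half of replicates also reaching 30%; inconclusive = no clear call, values can overlap the other calls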;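 also: 0% = DMSO neutral control and 100% = excess unlabeled competitor peptide PRC23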
SR-BI DiI-HDL act: activators of SR-BI mediated HDL lipid uptake. CHO ldlA[mSR-BI] cells, DiI-HDL uptake fluorescence, 3 h; 100 = double the neutral-control signal. activation, % at 12.5 µM. actives 0.096% (n = 320,000);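 active = mean replicate activation of at least 60% and every replicate at or above 60%; inconclusive = mean or all-replicate condition met, but not both; inactive = mean below 60% and not all replicates reaching 60%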;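 also: 0% = median plate neutral-control signal and 100% = twice that signal; values of inactives mirror those of a sister screen read the other way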
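Test system: SR-BI-overexpressing, LDLR-lacking CHO cells. Measured by: DiI fluorescence, bottom read. Medium: Ham's F12 with 0.5% BSA, HEPES 25 mM, pH 7.4. Timing: 3 h uptake period with compound, 37 °C.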
MITF TRPM1 HTS: MITF TRPM1 promoter activation in melanoma cells. AID 588334. activation, % at 12.5 µM. SK-MEL-5 TRPM1-promoter luciferase, 24 h; % of positive control, neutral wells = 0. actives 0.75% (n = 300,000);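 active = mean activation of at least 80% with every replicate also reaching 80%; inconclusive = mean reaches 80% but some replicate falls short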;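 also: 0% = neutral control wells and 100% = parthenolide positive control wells; values of inactives mirror those of a sister screen read the other way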
Rtt109 HAT inh: C. albicans Rtt109 histone acetyltransferase inhibition; inhibition, % at 34.9 µM; actives 0.16% (n = 330,000); Q5AAJ8; purified Rtt109/Vps75, ThioGlo CoA-SH fluorescence, 4 h;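 active = inhibition of at least 50% in every replicate; inconclusive = best replicate reaches 50% inhibition but some replicates fall short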
Target sequence (Q5AAJ8 whole entry, looked up): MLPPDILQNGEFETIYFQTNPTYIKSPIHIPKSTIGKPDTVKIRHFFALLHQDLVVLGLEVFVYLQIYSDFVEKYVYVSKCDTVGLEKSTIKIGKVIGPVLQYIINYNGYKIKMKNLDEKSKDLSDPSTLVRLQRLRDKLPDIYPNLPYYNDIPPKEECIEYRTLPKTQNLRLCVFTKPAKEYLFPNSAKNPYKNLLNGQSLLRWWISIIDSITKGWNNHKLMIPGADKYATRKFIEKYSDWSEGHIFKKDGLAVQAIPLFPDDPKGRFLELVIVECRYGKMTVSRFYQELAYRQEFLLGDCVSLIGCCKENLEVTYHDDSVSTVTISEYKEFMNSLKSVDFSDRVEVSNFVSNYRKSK
dFosB act: enhances mouse delta FosB homodimer DNA binding | purified delta FosB, TAMRA-CDK5 oligo fluorescence polarization; percent of positive-control signal above neutral wells | activation, % at 25 µM | actives 0.99% (n = 340,000) | P13346;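 active = mean activation above about 17%, with every replicate also reaching it, limit read from the data, passing the limit was not always enough; inconclusive = only one of the two conditions met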;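 also: fluorescence polarization rise as delta FosB binds a TAMRA Cdk5 AP-1 oligo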
Numbers without * were called inactive; ? = inconclusive; / = not tested or not shown; & = joins results of further samples.

mol	PfHsp90 set2	SR-BI HDL uptake	CAL PDZ FP-1	PvdQ inh	NSD2 HMT inh	CAL PDZ FP-2	SR-BI DiI-HDL act	MITF TRPM1 HTS	Rtt109 HAT inh	dFosB act
O=C(COC(=O)c1ccccc1C(=O)N1CCN(c2ccc(F)cc2)CC1)NCc1ccccc1	-12	2	-0.6	-18	3	-8	-2	0	3	-6
C/C(=C\c1ccccc1)C(=O)Nc1nccs1	-22	-22	-1.3	4	3	-3	22	78	3	-3
Cc1cccc2cc3c(nc12)-c1ccccc1C3=O	6	25	-0.8	-10	3	-5	-25	10	-1	2
Cn1cc(/C=C/c2cc[n+](C)cc2)c2cc(Cl)ccc21	6	-1	0.1	-10	-42	14	1	-42	6	5
Nc1nc(SCc2ccccc2)c2ncn(Cc3ccccc3)c2n1	-46	-5	-1.3	-19	0	41*	5	12	-4	-6
Cc1nc2c(oc3ccccc32)c(=O)o1	-25	-20	-0.7	11	2	/	20	-7	5	-5
COc1ccc(N2CCN(C(=O)c3cccc(F)c3)CC2)c([N+](=O)[O-])c1	24	-17	0.2	-4	5	-6	17	-1	3	-6
COc1ccc(Cc2nnc(N/N=C/c3ccc(O)cc3O)[nH]c2=O)cc1OC	-19	-21	0.6	-8	25	-1	21	-2	2	-6
COc1ccc(/C=C2\CCCC(C(=O)C(F)(F)F)=C2O)cc1	16	-37	-1.1	7	-1	2	37	/	31	-3
CC(Oc1ccccc1Cl)C(=O)Nc1ccc(S(=O)(=O)N2CCOCC2)cc1 (configuration not stated)	27	-10	0.3	-11	-1	/	10	1	-3	16
Cc1nnnn1/C(=C\c1ccccc1)C(=O)OCC(=O)Nc1ccc(Cl)cc1F	-110	-28	-2.0	-13	-4	-1	28	-50	-9	-1
Cc1cc2c(c(=O)n1CC1CCCO1)C(c1ccco1)C(C#N)=C(N)O2 (configuration not stated)	14	0	-0.3	-5	-1	0	0	-1	-185	-10
CC(=O)Nc1ccc(S(=O)(=O)N2CCC(NC(=O)C(Cc3cccn3C)NC(C)=O)CC2)cc1 (configuration not stated)	10	6	/	7	/	10	-6	-5	2	-5
O=C(O)CSc1cccc2cccnc12	-6&0	-18	-6.0&-2.4	-3&-8	2	5&-2	18	-8&-9	2&0	-11&-11
COc1ccccc1OCC(=O)/C=C1/N(C)c2ccccc2C1(C)C	-32	41	-2.3	1	8	-5	-41	7	-1	-6
O=C(Cc1ccccc1)NCC(=O)N1CCCC1	18	/	0.4	7	33	/	/	0	3	4
COc1ccc(C(=O)Nc2ccc3c(c2)nc(CCNC(=O)c2ccco2)n3C)cc1	5	20	-1.3	-9	-2	-7	-20	37	-2	0
COc1ccc(CC(=O)Nc2ccc3c(c2)CCC3)cc1OC	-10	-8	-1.2	-13	-2	-6	8	-12	-9	-4
O=C(O)CCc1ccc(-c2cccs2)n1CC(=O)Nc1ccccc1C(F)(F)F	-51	-22	-0.1	-9	12	-5	22	-2	-4	1
COc1cc(/C=C2\S/C(=N/S(=O)(=O)Cc3ccccc3)NC2=O)c([N+](=O)[O-])cc1OC	15	/	-1.0	5	5	6	/	2	23	-1
O=C(O)CNC(=O)c1ccc(NC(=O)/C(=C/c2ccccc2)NC(=O)c2ccccc2)cc1	4	6	-2.0	11	0	-4	-6	-7	-6	0
CCOC(=O)CCCCNCc1ccccc1	20	-30	0.8	-10	0	3	30	-7	-5	-5
CNC(=O)C1=C(C)n2c(nc3ccccc32)NC1c1ccc(OC)cc1 (configuration not stated)	-6	-10	0.6	0	-1	-5	10	4	7	1
COc1ccccc1N(CC(=O)NC1CCCC1)C(=O)CCC(=O)Nc1ccccn1	-6	/	-3.3	-9	-2	1	/	-4	-14	-10
COc1ccc(-c2ccc(NCCN3CCOCC3)nn2)cc1OC	-6	-3	0.3	-11	-1	-3	3	/	4	3
Cc1ccc(-n2c(SCC(=O)N/N=C/c3ccccc3C(=O)O)nnc2-c2ccc(Cl)cc2)cc1	-7	/	-2.3	-18	2	-2	/	-6	1	-8
COc1cccc(C(=O)OCC(=O)c2ccc(S(=O)(=O)N3CCCCC3)cc2)c1OC	16	-12	-0.8	-15	3	1	12	-4	-2	-4
CSc1ncccc1C(=O)Nc1ccncc1	5	48	0.0	-14	/	-2	-48	13	-13	-8
CC1(C)Cc2cccc(OCC(=O)N3CCN(c4cccc(C(F)(F)F)c4)CC3)c2O1	-35	31	-0.9	-14	-1	-2	-31	-1	-3	-17
CCC(=O)NC(=S)Nc1cccc(C(C)=O)c1	-3	-12	-0.9	-3	0	-1	12	-5	4	2
CC(C)(C)c1ccc(Cc2n[nH]c(=S)[nH]c2=O)cc1	-32	-4	/	4	0	-5	4	-9	14	2
O=C1C=C(c2ccc3c(c2)OCO3)C[C@@H](c2ccc3c(c2)OCO3)C1	1	-23	-0.3	3	/	4	23	21	-12	-4
Cc1cc(C)n2cc(CSc3nnc(N)s3)nc2n1	-16	-9	0.9	-3	6	-2	9	-5	2	-5
O=C(CN(c1ccccc1)S(=O)(=O)c1ccc(F)cc1)NCc1cccs1	-7	-2	0.5	-15	-1	0	2	6	-1	10
O=C(NNC(=S)Nc1cccc2ccccc12)c1cccc(Br)c1	-46	-38	1.4	13	22	3	38	-17	2	-3
CCn1c(CSc2nnc3ccccn23)nc2cc(C(=O)O)ccc21	-7	-4	-0.3	3	/	1	4	8	2	-128
COc1ccc(C(CNc2ncnc3sc(C)c(C)c23)N(C)C)cc1 (configuration not stated)	-16	/	-3.2	-9	6	-3	/	/	3	-1
CCOc1cc(N2CCOCC2)c(OCC)cc1NC(=O)COC(=O)c1cc(C)oc1C	3	-4	/	7	2	0	4	0	13	2
COc1cc(OC)cc(C(=O)NCCCNC(=O)c2cccnc2)c1	-69	/	-1.1	-13	11	2	/	2	-6	-5
COCCn1cc(C(=O)NCCCOC(C)C)c2c3ccccc3n(C)c2c1=O	12	-21	0.2	6	-3	-6	21	-1	8	-1
CCc1cc2c(SCC(=O)NC3CC3)ncnc2s1	19	3	-0.7	-9	-2	7	-3	-9	-6	1
Nc1c(-c2ccc(Cl)cc2)cnn1-c1cccc([N+](=O)[O-])c1	/	37	-1.9	-10	3	-2	-37	/	/	2
O=C(CN1CCN(c2ccc([N+](=O)[O-])cc2Cl)CC1)N1CCOCC1	11	-2	-1.0	10	2	/	2	/	18	-5
C/C(=N\NC(=O)C1CCCN(S(=O)(=O)c2ccccc2)C1)c1cccnc1 (configuration not stated)	25	-5	-1.5	-10	-1	-2	5	-10	-6	3
CC1CCCCC12NC(=O)N(CC(=O)OCc1cccc(F)c1)C2=O (configuration not stated)	1	-8	-0.4	-15	0	56*	8	0	-6	2
Cc1ccc(C(=O)N/C(=C\c2ccc(-c3ccc(Cl)cc3)o2)C(=O)NCCCN(C)C)cc1	16	-18	-0.5	-5	1	-6	18	-84	?	5
O=C(/C=C/c1ccccn1)c1cc(Cl)cc(Cl)c1O	-4	4	1.2	5	/	-4	-4	9	29	-8
Cc1ccc(NC(=O)C(C)N2C(=O)C3C4CC(C(Br)C4Br)C3C2=O)cc1 (configuration not stated)	/	0	0.2	-7	0	/	0	2	-7	-3
Cc1ccc(CNC(=O)CC(C)S(=O)(=O)c2ccc3c(c2)NC(=O)CO3)cc1 (configuration not stated)	-6	-8	-3.3	-11	-1	-5	8	-6	1	-4
O=C(NC(=S)Nc1nc2ccccc2s1)c1cccs1	-3	-14	-1.2	1	6	-2	14	55	-6	-6

The listing continues:
mol	PfHsp90 set2	SR-BI HDL uptake	CAL PDZ FP-1	PvdQ inh	NSD2 HMT inh	CAL PDZ FP-2	SR-BI DiI-HDL act	MITF TRPM1 HTS	Rtt109 HAT inh	dFosB act
CCc1nc(SCC(=O)NNC(=O)C(C)C)c2ccccc2n1	/	-19	-1.6	14	-2	-4	19	/	/	-5
COCCN1C(=O)N[C@@H](CCc2ccccc2)[C@@H](C(=O)OC)[C@H]1C	-1	-6	1.2	-14	/	-3	6	-7	-6	-2
Cc1ccc(C(=O)Nc2ccc([N+](=O)[O-])cn2)o1	-11	4	-3.4	6	1	-2	-4	61	4	1
CCOC(=O)C1(Cc2cccc(OC)c2)CCCN(C(=O)c2cc(C)oc2C)C1 (configuration not stated)	18	7	-2.4	-5	-1	-1	-7	43	1	-8
C=CCc1c(C)[nH]c2c(OC)cccc2c1=S	-9	10	-0.3	-8	-2	-2	-10	-2	-3	-15
CCn1cc(C(=O)N[C@@H](CCSC)C(=O)NCCCO)c(=O)c2cc3c(cc21)OCO3	39	19	0.7	20	-6	0	-19	3	4	-2
Cc1cc(C)cc(NC(=O)c2cccc(NC3=NC4CS(=O)(=O)CC4S3)c2)c1 (configuration not stated)	19	-5	-0.4	0	/	-3	5	/	18	-10
Cc1cccc2sc(N(CCCN(C)C)C(=O)CN3C(=O)c4ccccc4C3=O)nc12	2	-4	-2.5	-31	0	-9	4	-1	-2	-3

Bioassay records from PubChem.
